LRH-1 inv ag – inverse agonists of human LRH-1 (NR5A2); O00482; HEK293T StAR-luciferase reporter, LRH-1 transfected, 24 h; inhibition, % at 3.6 µM; 0.13% of 360,000 active; AID 602396;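 active = inhibition above the mean inhibition of all tested compounds plus 3 SD, cut at about 73% in these data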;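 note: 0% = DMSO wells and 100% = reporter-only cells lacking LRH-1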
SRC3 inh – inhibits human SRC3 coactivator. Q9Y6Q9. HEK293 GAL4-SRC3 luciferase reporter, luminescence. inhibition, % at 3.6 µM. 0.17% of 360,000 active;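 active = inhibition above a per-campaign cutoff, the mean of all compounds plus 3 SD, cut at about 60% in these data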;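 note: 0% = DMSO-treated cells and 100% = gossypol-treated cells at 36 µM; higher means less SRC3-driven luciferase light from the GAL4 reporter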
Target sequence (Q9Y6Q9 whole entry, looked up, the tested form may be a part): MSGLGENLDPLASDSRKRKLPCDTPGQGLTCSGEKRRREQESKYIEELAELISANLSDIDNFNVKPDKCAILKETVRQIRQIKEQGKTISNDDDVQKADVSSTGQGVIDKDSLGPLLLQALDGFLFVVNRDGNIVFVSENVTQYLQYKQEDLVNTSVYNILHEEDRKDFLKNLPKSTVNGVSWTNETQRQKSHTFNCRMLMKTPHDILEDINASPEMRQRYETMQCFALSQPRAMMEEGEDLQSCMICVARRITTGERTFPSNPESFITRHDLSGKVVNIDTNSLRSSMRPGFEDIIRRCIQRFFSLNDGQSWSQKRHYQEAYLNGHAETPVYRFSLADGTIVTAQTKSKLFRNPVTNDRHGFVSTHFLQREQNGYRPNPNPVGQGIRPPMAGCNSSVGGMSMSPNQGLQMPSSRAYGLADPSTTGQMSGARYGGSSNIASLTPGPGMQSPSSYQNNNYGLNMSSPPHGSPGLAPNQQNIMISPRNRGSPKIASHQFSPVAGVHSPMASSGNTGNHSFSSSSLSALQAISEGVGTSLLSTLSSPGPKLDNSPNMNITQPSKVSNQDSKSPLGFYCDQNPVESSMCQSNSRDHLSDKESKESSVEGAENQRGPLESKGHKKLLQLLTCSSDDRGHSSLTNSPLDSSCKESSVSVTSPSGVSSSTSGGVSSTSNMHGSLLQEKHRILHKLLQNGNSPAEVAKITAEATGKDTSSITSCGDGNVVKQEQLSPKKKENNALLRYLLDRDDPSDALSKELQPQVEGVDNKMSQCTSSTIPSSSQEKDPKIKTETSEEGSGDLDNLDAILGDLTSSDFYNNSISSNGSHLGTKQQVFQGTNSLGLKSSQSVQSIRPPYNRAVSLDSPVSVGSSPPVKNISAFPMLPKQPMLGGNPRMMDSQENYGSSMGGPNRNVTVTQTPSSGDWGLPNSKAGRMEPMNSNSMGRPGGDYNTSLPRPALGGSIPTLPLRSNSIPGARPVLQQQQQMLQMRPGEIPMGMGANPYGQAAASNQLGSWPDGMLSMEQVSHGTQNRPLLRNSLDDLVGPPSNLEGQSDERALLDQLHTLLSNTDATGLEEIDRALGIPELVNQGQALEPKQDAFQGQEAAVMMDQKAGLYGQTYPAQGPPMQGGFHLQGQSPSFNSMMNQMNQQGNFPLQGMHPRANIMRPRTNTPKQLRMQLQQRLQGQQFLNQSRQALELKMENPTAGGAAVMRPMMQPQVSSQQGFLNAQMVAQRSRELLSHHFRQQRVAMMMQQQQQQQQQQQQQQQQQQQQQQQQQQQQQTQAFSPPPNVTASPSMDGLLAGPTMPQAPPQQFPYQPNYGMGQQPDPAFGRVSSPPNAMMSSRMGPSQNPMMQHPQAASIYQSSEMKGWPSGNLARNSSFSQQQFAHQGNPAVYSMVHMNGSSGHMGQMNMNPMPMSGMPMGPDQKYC
NCOA2 inhibitor – inhibits human steroid receptor coactivator 2 | Q15596 | 0.17% of 370,000 active | AID 651957 | inhibition, % at 9 µM | HEK293 GAL4-SRC2 luciferase reporter, luminescence;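 active = inhibition above the mean inhibition of all tested compounds plus 3 SD, set per campaign, cut at about 52% in these data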;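 note: 0% = DMSO treated cells and 100% = cells given Gossypol at 36 µM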
NOD2-RIPK2 inh – blocks binding of human NOD2 to RIPK2 | inhibition, % at 4.98 µM | CHO BLA complementation NOD2-RIPK2, CCF4 ratio | 0.38% of 360,000 active | AID 624267; in the data active = inhibition above about 21%;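 note: 0% = vehicle only and 100% = reference blocker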
SRC1 inh – inhibits human SRC1 coactivator. Q15788. HEK293 GAL4-SRC1 luciferase reporter, luminescence. inhibition, % at 3.6 µM. 0.12% of 360,000 active. AID 588354;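 active = inhibition above the campaign mean plus 3 SD, with each screening campaign given its own cutoff, cut at about 60% in these data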;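 note: 0% = DMSO treated cells and 100% = gossypol at 36 µM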
TROY NFkB inh – TROY signaling inhibition; inhibition, % at 10 µM; 0.98% of 360,000 active; Q293 LMP1-TROYcd NF-kB luciferase reporter, 4 h;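 active = compounds whose plate-normalised and pattern-corrected inhibition of the luciferase reporter signal at the single screening dose is 50% or more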
LMP1 NFkB inh – Epstein-Barr LMP1 NF-kappaB reporter inhibition; LMP1-induced NF-kappaB luciferase reporter cells, luminescence; inhibition, % at 12.5 µM; 0.69% of 350,000 active; in the data active = inhibition above about 41%;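 note: 0% = neutral control wells and 100% = reference inhibitor control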
TWEAK Fn14 block – TWEAK-Fn14 signaling inhibition; inhibition, % at 10 µM; TWEAK-stimulated Fn14 reporter cells, luciferase luminescence, 8 h; 2% of 360,000 active; AID 1159606; in the data active = inhibition above about 50%
COUP-TFII inh – blocks human COUP-TFII nuclear receptor; P24468; HEK293T NGFI-A luciferase reporter, luminescence; inhibition, % at 8.6 µM; 0.7% of 370,000 active; AID 686940;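 active = inhibition above a per-plate cutoff, mean inhibition of test wells between control levels plus 3 SD, cut at about 38% in these data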;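 note: cells cotransfected with COUP-TFII expression vector driving the NGFI-A reporter; 0% = median of COUP-TF2 test wells and 100% = reporter-only cells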
TRAIL sens C8 – sensitizes caspase-8 expressing cells to TRAIL; inhibition (viability loss, TRAIL sensitization), % at 10 µM; 1% of 360,000 active; AID 624354; NB7+C8 cells + TRAIL, ATPlite viability luminescence;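 active = compounds causing at least 50% loss of cell viability in the single-dose screen, relative to plate controls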
TLR9-MyD88 inh – blocks human TLR9 binding to MyD88; CHO BLA complementation TLR9-MyD88, CCF4 FRET ratio; inhibition, % at 4.98 µM; 0.21% of 340,000 active; AID 504734;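 active = inhibition above the mean over all tested compounds plus 3 SD, cut at about 21% in these data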;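 note: 0% = DMSO only wells and 100% = clavulanate BLA inhibitor control wells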
* marks the source's active call; other numbers are inactive results; nt = not tested or not shown. This is a subset (hit frequency here may not be typical).

SMILES	LRH-1 inv ag	SRC3 inh	NCOA2 inhibitor	NOD2-RIPK2 inh	SRC1 inh	TROY NFkB inh	LMP1 NFkB inh	TWEAK Fn14 block	COUP-TFII inh	TRAIL sens C8	TLR9-MyD88 inh
CC(=O)NCCNc1nc2c(-c3cccc(C)c3)nnn2c2ccccc12	-3	-11	-4	-14	-4	-41	-7	-23	-3	-1	-12
O=C(C1=NOC2(C1)C(=O)Nc1ccccc12)N1CCOCC1 (stereo not drawn)	8	nt	-14	0	nt	4	nt	9	-2	34	nt
COc1ccccc1Nc1nc(NCc2ccco2)nc(N)c1[N+](=O)[O-]	2	7	-5	0	14	-10	nt	15	14	-13	nt
CCS(=O)(=O)N1Cc2ccccc2CC1C(=O)Nc1ccc(F)c(F)c1F (stereo not drawn)	7	-18	-15	6	-3	-29	-15	-18	-6	-2	10
CCNC(=S)NNC(=O)c1cc(C)nc2ccccc12	-7	-5	-4	-9	1	13	3	-14	11	-4	5
CCOc1ccc(CCNC(=O)c2cc(S(=O)(=O)N3CCOCC3)ccc2C)cc1OCC	-1	-8	10	-4	-18	7	-10	-8	17	6	-2
CC(=O)NC(c1ccc(F)c(F)c1)c1nc(-c2cccc(C(C)C)c2)cs1 (stereo not drawn)	3	4	10	-6	4	-11	nt	-67	8	24	nt
Cc1nn(Cc2ccccc2)c(C)c1NC(=O)CCCn1nc([N+](=O)[O-])c(Cl)c1C	3	11	3	-1	3	-18	-10	0	6	19	0
Clc1ccccc1/C=N/N1CCN(Cc2ccccc2)CC1	12	-8	0	6	-2	-42	-1	-6	-1	8	-1
Nc1ccccc1SCC(=O)Nc1ccc2c(c1)OCCO2	-27	-92	-36	3	-34	58*	-43	68*	-43	2	5
O=C(NCC(c1cccs1)N1CCOCC1)c1cc([N+](=O)[O-])ccc1Cl (stereo not drawn)	12	10	15	-8	-19	-7	-2	17	-8	20	-10
Fc1cccc(Cl)c1CSc1ncn[nH]1	0	8	8	-2	-2	78*	-6	-11	-8	-16	-3
COCCNC(=O)C1(C)Cc2c(-c3ccc(N(C)C)cc3)ccnc2O1 (stereo not drawn)	30	4	13	4	13	2	nt	18	22	-3	nt
CC(C)(C)NNC(=S)Nc1ccc(S(=O)(=O)N2CCOCC2)cc1	-3	13	-28	-4	1	17	-2	6	16	-5	-4
CC1=CS(=O)(=O)CC1Sc1ncn[nH]1 (stereo not drawn)	8	16	4	-9	-3	-13	2	1	15	-8	-2
O=C(N/N=C/C=C/c1ccco1)C(O)c1ccccc1 (stereo not drawn)	4	15	-8	-7	3	-2	-8	-3	4	-2	10
CCN(CC)CCOC(=O)c1ccc(NC(=O)c2cn(-c3ccccc3)nc2-c2cccs2)cc1	-65	-28	-81	7	-47	-36	-72	-51	-36	30	-5
Cc1ccc(OC(C)C(=O)N(Cc2cccs2)C2CCS(=O)(=O)C2)cc1C (stereo not drawn)	-19	-2	-29	-6	3	20	-5	2	-6	-12	6
CC(O)c1ccc(OCCN(C)c2ccccn2)cc1 (stereo not drawn)	-14	-29	-37	-7	-26	-54	-6	1	-37	2	-2
CCn1c(-c2ccccc2Cl)nn(CC(=O)Nc2ccc(OC)cc2)c1=S	7	4	18	3	15	8	-5	1	3	2	-14

An excerpt of the results above:
SMILES	LRH-1 inv ag	SRC3 inh	NCOA2 inhibitor	NOD2-RIPK2 inh	SRC1 inh	TROY NFkB inh	LMP1 NFkB inh	TWEAK Fn14 block	COUP-TFII inh	TRAIL sens C8	TLR9-MyD88 inh
CC(C)(C)NNC(=S)Nc1ccc(S(=O)(=O)N2CCOCC2)cc1	-3	13	-28	-4	1	17	-2	6	16	-5	-4
CC1=CS(=O)(=O)CC1Sc1ncn[nH]1 (stereo not drawn)	8	16	4	-9	-3	-13	2	1	15	-8	-2
O=C(N/N=C/C=C/c1ccco1)C(O)c1ccccc1 (stereo not drawn)	4	15	-8	-7	3	-2	-8	-3	4	-2	10

Following part:
SMILES	LRH-1 inv ag	SRC3 inh	NCOA2 inhibitor	NOD2-RIPK2 inh	SRC1 inh	TROY NFkB inh	LMP1 NFkB inh	TWEAK Fn14 block	COUP-TFII inh	TRAIL sens C8	TLR9-MyD88 inh
O=C(CSc1ccccc1)Nc1ccc(N2CCN(c3ccccc3)CC2)c(F)c1	8	-2	-2	-1	-10	-4	-4	-1	16	-4	15
COC(=O)c1ccc(NC(=O)CCN2CCN(CCC(=O)Nc3ccc(C(=O)OC)cc3)CC2)cc1	8	2	17	-1	0	-5	15	14	7	15	2
COc1ccc(CCNC(=O)C2CCCN2C(=O)Nc2ccccc2)cc1OC (stereo not drawn)	15	-16	9	-6	-45	-3	-1	-9	9	1	5
CCN(CC)S(=O)(=O)c1cc(C(=O)Nc2ccccc2C(=O)O)ccc1OC	-7	7	-21	-13	2	-36	-2	1	-3	22	3
O=C1C(Cc2ccccc2)Nc2ncnc(N3CCc4ccccc4C3)c2N1Cc1ccccc1 (stereo not drawn)	-18	2	nt	5	-6	4	6	0	nt	-5	-7
CC(=O)N=c1sc2nc3ccccc3nc2n1N(C(C)=O)C(C)=O	-1	-1	-27	-4	-15	-44	1	-4	7	16	3
CN(Cc1cccs1)C(=O)CSc1nnnn1C	-3	-5	-46	-5	-11	-3	-6	-15	10	-10	-2
C=CCN(C(=O)CCC(=O)Nc1cc(C)on1)C(C(=O)NC1CCCC1)c1ccc(Cl)cc1 (stereo not drawn)	4	2	-25	-8	6	-7	0	-1	8	-1	-1
O=C(CCc1ccc(S(=O)(=O)NC2CCCCC2)cc1)Nc1ccccc1	13	26	-13	-2	4	24	-10	-13	-13	0	-2
COC(=O)c1ccc(NC(=O)C2CC2)o1	-23	-10	-9	-5	-13	-22	-4	-6	-10	-4	3
CC1=C(C(=O)OCc2ccccc2)C(c2ccsc2)C(C#N)=C(N)O1 (stereo not drawn)	6	-3	4	-21	25	-8	8	22	3	-4	4
CCOc1ccccc1N1CCN(C(=S)NCc2ccccc2)CC1	4	-2	1	-3	0	-5	0	-11	22	-3	14
O=C(CCCc1ccccc1)Nc1nnc(C(F)(F)F)s1	9	16	3	2	-2	17	2	4	18	2	4
C=CCc1ccc(OC(=O)c2ccccc2)c(OC)c1	13	10	-18	-10	1	-49	-1	-11	1	3	2
CCOC(=O)C1=C(COC(=O)c2ccc(C)c(S(=O)(=O)N3CCOCC3)c2)NC(=O)NC1C (stereo not drawn)	22	1	8	4	-6	13	-1	0	6	2	-4
COc1cccc(NC(=O)NC2CCCCCCC2)c1	-99	-50	-48	-7	-55	-34	-16	-27	-30	31	-1
COc1cccc(CNC(=O)c2ccc(CS(=O)c3ccccc3)o2)c1 (stereo not drawn)	-2	-11	4	10	-9	-5	-1	16	-1	-35	-11
Cc1c(C(=O)Nc2nc3ccccc3[nH]2)oc2c(Cl)cccc12	-12	-38	-17	-6	-42	-62	-31	-30	-33	8	2
CC1=C(C(=O)N2CCCCCC2)CC(CC(=O)NC2CCCCC2)C(=O)N1CCC1=CCCCC1 (stereo not drawn)	-5	nt	-6	7	nt	9	nt	-4	8	0	nt
Cc1ccc(C(F)(F)F)cc1NC(N)=S	16	30	-20	1	-3	0	-9	-10	1	1	0
O=C(NCc1ccccc1)c1onc(CS(=O)(=O)c2ccccn2)c1C(=O)NCc1ccccc1	-1	-46	9	2	-5	12	-5	-5	-1	0	-3
CCOC(=O)N1CCN(c2cc(C)c(C(C)=O)cc2F)CC1	-5	-8	-14	-6	-11	-8	9	-10	4	-4	-11
O=C1C=CC(=O)N1c1cccc2cccnc12	-2	-4	0	2	3	-14	2	11	21	-14	-16
O=C(NC(Cc1ccccc1)C(=O)N1CCc2ccccc2C1)c1ccccc1 (stereo not drawn)	9	-21	-12	3	-16	-4	-9	2	7	7	-2
Cc1nn(CC(=O)Nc2cc(S(=O)(=O)N(C)C)ccc2Cl)c(C)c1[N+](=O)[O-]	-3	7	-15	0	4	9	-4	-1	-2	14	-7
CCOc1ccc(NC(=O)/C(C#N)=C\c2ccc(N3CCCC3)c(C)c2)cc1	13	1	-35	3	-36	-4	-7	-36	2	18	9
CC1CCCN(C(=O)CNC(=O)Cn2ccc3ccccc3c2=O)C1 (stereo not drawn)	33	-2	-6	6	-1	-9	10	11	-9	5	-1
COc1cccc(N2CCN(S(=O)(=O)c3c(C)[nH]c(C)c3C(=O)N3CCCC3)CC2)c1	-22	15	5	23*	11	-5	-7	9	5	-11	-5
COc1ccc(-c2cc(=O)c3cc(O)ccc3o2)cc1	-48	-92	-89	-8	-100	-86	-59	-31	-29	32	2
C[C@@H](NC(=O)c1[nH]cnc1C(=O)Nc1ccccc1F)c1ccccc1	14	-4	12	2	8	-15	9	15	10	20	2
COc1cc(C(=O)COC(=O)CNC(=O)C2CCCCC2)cc(OC)c1OC	6	16	-12	-4	0	-1	-1	3	9	-7	5
Cn1cc(Cl)c(C(=O)N(Cc2ccccc2)c2ccccn2)n1	-8	6	-5	-10	-2	-16	2	3	1	-13	-2
CCCOc1ccc(F)cc1-c1cc(C(=O)NCc2cc(OC)cc(OC)c2)[nH]n1	25	9	-9	-7	7	21	nt	7	11	17	nt
Cc1cc(C(=O)N/N=C/C=C/c2ccc3c(c2)OCO3)n[nH]1	-6	2	-43	-2	-13	11	7	-12	-13	-7	-11
CCOc1ccc(NS(=O)(=O)c2ccc(C(=O)NCc3cccnc3)cc2)cc1	8	11	13	-4	-11	10	8	4	4	14	0
CCCS(=O)(=O)N1CCC(C(=O)N2CCN(Cc3ccccc3)CC2)CC1	-3	7	6	-10	-2	35	3	10	3	5	-1
CC1CCCN(CCCNC(=O)c2ccc(CS(=O)(=O)c3c(Cl)cccc3Cl)o2)C1 (stereo not drawn)	-1	-6	8	-5	11	-15	4	4	13	-1	-9
COc1cc(NC(=O)Nc2nnc([C@H]3C[C@H](O)[C@@H](CO)O3)s2)cc(OC)c1	2	8	1	3	3	-30	nt	-13	-5	1	nt
CCc1nnc(N/N=C/c2ccccc2Cl)n1N	9	2	-4	-6	8	-2	13	-2	-8	7	-8
COc1cc(/C=N/n2cnn(Cc3ccccc3Cl)c2=S)cc(OC)c1OC	1	-2	-5	1	-4	1	12	1	-4	2	nt
CC(=O)Nc1c(O)nc(SCC(=O)N2CCN(c3ccc(F)cc3)CC2)[nH]c1=O	-26	8	9	-11	-16	-6	-5	0	4	-4	0
CCOC(=O)c1c(NC(=O)CC2Sc3ccc(C(F)(F)F)cc3NC2=O)sc(C)c1C (stereo not drawn)	5	9	-14	-12	4	-4	2	-48	5	-5	-2
COc1ccc(C2C(C#N)=C(N)OC3=C2C(=O)CC(C)(C)C3)c(OC)c1OC (stereo not drawn)	-5	-5	16	-9	0	-5	1	-7	7	-15	-4
COc1cc(COCC(O)CN2CCc3ccccc3C2)cc(OC)c1OC (stereo not drawn)	-10	-2	-10	3	-4	2	1	-5	-31	-4	-2
O=[N+]([O-])c1ccc(Nc2nc(N/N=C\c3ccc4c(c3)OCO4)nc(N3CCCCC3)n2)cc1	-12	-12	-14	3	13	12	15	54*	-26	1	-1
COc1ccccc1C(CNc1ncnc2sc(C)c(C)c12)N(C)C (stereo not drawn)	0	15	-17	-3	-2	-3	-4	35	3	-6	-9
O=C(Nc1ccc2nc(-c3cccnc3)[nH]c2c1)c1ccccc1F	-21	-16	-21	7	10	-28	-8	15	-22	31	-5

Screens from PubChem.
